Source: PubChem (several laboratories)
NadD inh – inhibitors of S. aureus NadD, primary screen, biochemical, colorimetric, uHTS; Nicotinate-nucleotide adenylyltransferase NadD (Staphylococcus aureus N315); purified NadD enzyme, colorimetric absorbance read-out; inhibition, % at 20 µM; actives 0.78% (n = 360,000); in the data active = inhibition above about 26%; also: some compounds past the cut are filed as inactive
SKN-1 block – suppressors of acrylamide-induced Pgst-4::GFP reporter in worms, primary screen, SKN-1 inhibitor project, whole organism, uHTS, GFP/RFP fluorescence ratio, strain VP596; C. elegans VP596 Pgst-4::GFP/RFP ratio, 24 h; inhibition, % at 21.8 µM; actives 0.49% (n = 360,000); AID 624304, 2012;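 active = interference check ratio from 0.5 to 1.5 plus GFP to RFP signal ratio inhibition reaching or exceeding a fixed threshold, cut at about 30% in these data, passing the limit was not always enough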; also: some compounds called inactive have numbers as strong as hits
NRP1-CendR mod – modulators of CendR peptide binding to NRP-1, primary screen, biochemical, fluorescence polarization, uHTS; inhibition, % at 25 µM; actives 0.85% (n = 360,000); FAM-RPARPAR peptide binding to NRP-1;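 active = inhibition or corrected inhibition above about 18%, plus a signal ratio from 0.5 to 1.5, limit read from the data, passing the limit was not always enough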; also: strong numbers were not always called active
DNMT1 block – human DNMT1 methyltransferase inhibitors, primary screen, biochemical, molecular beacon, fluorescence, HinP1I cleavage, uHTS; actives 0.83% (n = 360,000); inhibition (reported as % activation of signal), % at 10 µM; in the data active = inhibition above about 50%
STEP inh – STEP phosphatase inhibitors, primary screen, biochemical, fluorescence intensity, uHTS. recombinant STEP, OMFP fluorogenic substrate. inhibition, % at 20 µM. actives 0.25% (n = 360,000). AID 588621, 2011;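 active = inhibition at 20 µM, scaled per plate between control wells, above about 37%, limit read from the data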;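 also: 0% = DMSO with enzyme and substrate and 100% = substrate only without enzyme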
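medium = Bis-Tris buffer pH 6.0, 2.5 mM DTT, 0.005% Tween 20 | test system = STEP (striatal-enriched tyrosine phosphatase) enzyme, cell-free | measure = normalized % inhibition | compound dosing = 20 µM, 1% DMSO | also added = 25 µM OMFP | schedule = reaction 20 min, ambient temperature | measured by = fluorescence read at 480 nm ex / 540 nm em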
SUMO1 PPI mod – modulators of SUMO1 protein-protein interactions, primary screen, biochemical, uHTS. Small ubiquitin-related modifier 1 (Homo sapiens), P63165. actives 0.33% (n = 360,000). AID 602429, 2012. SUMO1 binding to a labelled peptide, TR-FRET, 1 h. inhibition, % at 20 µM; in the data active = inhibition above about 37%
Target sequence (P63165 whole entry, looked up): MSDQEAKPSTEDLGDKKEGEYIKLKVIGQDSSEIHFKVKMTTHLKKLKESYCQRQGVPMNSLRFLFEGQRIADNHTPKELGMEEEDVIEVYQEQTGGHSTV
Neddyl block – inhibitors of cullin neddylation, primary screen, biochemical, TR-FRET, uHTS, NAE and Ubc12 | NEDD8-conjugating enzyme Ubc12 (Homo sapiens) + NEDD8-activating enzyme E1 regulatory … | calls only at 25 µM | actives 0.58% (n = 360,000) | AID 651699, 2012; in the data active = inhibition above about 36%
Target sequence (P61081 whole entry, looked up): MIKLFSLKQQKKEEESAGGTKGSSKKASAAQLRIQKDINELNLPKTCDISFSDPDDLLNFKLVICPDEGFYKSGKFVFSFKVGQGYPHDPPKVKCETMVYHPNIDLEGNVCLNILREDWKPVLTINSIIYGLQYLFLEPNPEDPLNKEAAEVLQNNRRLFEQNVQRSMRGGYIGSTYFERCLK
Target sequence (Q13564 whole entry, looked up): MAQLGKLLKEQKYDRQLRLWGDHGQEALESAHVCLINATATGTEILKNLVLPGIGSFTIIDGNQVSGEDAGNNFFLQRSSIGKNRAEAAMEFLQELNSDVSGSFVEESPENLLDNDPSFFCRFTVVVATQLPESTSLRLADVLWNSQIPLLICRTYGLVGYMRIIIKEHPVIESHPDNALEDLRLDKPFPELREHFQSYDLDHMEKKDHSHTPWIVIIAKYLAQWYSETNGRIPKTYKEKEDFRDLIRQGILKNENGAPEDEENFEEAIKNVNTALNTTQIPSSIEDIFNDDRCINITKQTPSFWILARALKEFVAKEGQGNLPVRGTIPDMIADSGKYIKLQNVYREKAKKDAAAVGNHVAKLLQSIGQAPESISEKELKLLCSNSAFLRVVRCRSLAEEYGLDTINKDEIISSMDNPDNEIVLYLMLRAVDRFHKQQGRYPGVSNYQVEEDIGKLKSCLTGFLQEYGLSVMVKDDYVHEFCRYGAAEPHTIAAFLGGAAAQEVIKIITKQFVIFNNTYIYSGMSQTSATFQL
TbMetRS inhib – T. brucei MetRS inhibitors, primary screen, biochemical, luminescence; purified T. brucei MetRS, ATP depletion, Kinase-Glo luminescence; methionyl-tRNA synthetase (Trypanosoma brucei brucei); actives 0.4% (n = 360,000); AID 624268, 2012; inhibition, % at 11.9 µM;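 active = inhibition above a per-plate cutoff of the control wells' mean inhibition plus 3 SD, cut at about 5.5% in these data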;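 also: 0% = DMSO wells median and 100% = median of wells with control inhibitor compound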
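assay system = parasite MetRS enzyme | timing = 15 min preincubation, 2 h reaction, all 25 °C | evaluation = percent inhibition relative to median high and low control wells | medium = HEPES buffer containing pyrophosphatase, BSA, spermine, DTT | compound = single dose, 11.9 µM final nominal, 0.9% final DMSO | detection = Kinase-Glo luminescence, ATP depletion format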
Scp1 inh – Scp-1 phosphatase inhibitors, primary screen, biochemical, colorimetric, uHTS; actives 0.88% (n = 340,000); Carboxy-terminal domain RNA polymerase II polypeptide A small phosphatase 1 (Homo …; inhibition, % at 20 µM; Recombinant Scp1, phosphopeptide, malachite green phosphate absorbance; AID 493091, 2011;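 active = inhibition above about 50% at 20 µM, limit read from the data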;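 also: plate controls were DMSO wells with enzyme for no effect and wells lacking enzyme for full effect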
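Times: enzyme reaction 45 min at room temperature, colour 5 min, stabilisation 30 min. Material: SCP-1 catalytic fragment, aa 76-261. Medium: Acidic Tris acetate buffer with magnesium and detergent. Signal: colorimetric free-phosphate detection, absorbance 630 nm. Read-out basis: % inhibition of SCP-1 phosphate liberation. Reagent: Phosphorylated 17-residue peptide substrate.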
LMPTP inh – LMPTP phosphatase inhibitors, primary screen, biochemical, fluorescence intensity, uHTS. actives 0.22% (n = 360,000). inhibition, % at 20 µM. recombinant LMPTP-A, OMFP fluorogenic substrate;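 active = compounds that cut the enzyme signal by at least half of the control window in the single-dose screen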;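 also: plate controls were DMSO wells with enzyme plus substrate for no effect and substrate without enzyme for full effect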
Target sequence (P24666 whole entry, looked up): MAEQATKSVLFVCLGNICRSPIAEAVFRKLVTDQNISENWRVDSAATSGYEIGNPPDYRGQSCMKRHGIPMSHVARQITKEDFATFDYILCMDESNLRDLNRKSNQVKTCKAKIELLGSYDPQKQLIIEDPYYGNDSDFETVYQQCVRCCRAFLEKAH
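test system = LMPTP-A | amount = 0.625 nM LMPTP-A final | reagent = fluorogenic phosphatase substrate OMFP at 400 µM final | incubation = 50 min at room temperature | benchmarks = no-enzyme low control, uninhibited high control | medium = Bis-Tris pH 6.0, DTT, detergent | signal = fluorescence intensity of OMFP turnover product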
Numbers without * were called inactive; i = inactive; . = no result given; + = active, no number. No enrichment for hits. Share with any hit: about 4.6%.

SMILES	NadD inh	SKN-1 block	NRP1-CendR mod	DNMT1 block	STEP inh	SUMO1 PPI mod	Neddyl block	TbMetRS inhib	Scp1 inh	LMPTP inh
Cc1ccc(NC(=O)CN(C)c2ccc(S(=O)(=O)N3CCCC3)cn2)cc1	1	6	8	0	1	1	i	0.3	3	-0.1
COc1ccc2[nH]cc(CCn3ccc(=O)c(C)c3C)c2c1	-13	-4	-2	-1	1	1	i	0.0	-6	-1.1
COc1ccc(OC)c(C(=O)COC(=O)COc2ccccc2)c1	4	3	15	-3	-1	6	i	0.4	-15	-1.5
Cc1ccc(Cl)cc1NC(=O)C1CC(=O)Nc2ncnn21 (stereo not drawn)	-1	-3	3	-2	1	1	i	-0.4	-1	-0.8
Cc1cccc(NC(=O)N2CCCCCC2)c1C	1	-6	-6	3	0	4	i	-0.4	-8	1.1
CCOC(=O)c1nnn(-c2nonc2N)c1CNc1ccccc1	4	-4	0	-1	0	-3	i	0.0	-2	-0.1
Cn1c(=O)c2sccc2n2c(CCCC(=O)N3CCCCC3)nnc12	-5	14	3	2	-2	2	i	0.1	-13	-0.2
O=C(Cc1ccccc1)NCCc1ccc(Cl)cc1Cl	0	6	19	-4	-3	2	i	0.2	-4	-1.5
COc1ccc(-c2cc(C(=O)N3CCOCC3)no2)cc1	0	-19	-44	0	-1	3	i	0.2	2	0.3
COc1cc(C=NNC(=O)c2ccccc2NS(=O)(=O)c2cccs2)cc(OC)c1O	-3	10	1	-1	0	-1	i	-0.3	-9	-1.1
Cc1ccnc(NS(=O)(=O)c2ccc(NC(=O)CCOc3ccccc3)cc2)n1	-2	12	-2	2	-3	-2	i	0.1	-8	0.0
CC1(C)C(C#N)=C(N)OC2=C1C(=O)CCC2	3	-1	7	0	1	2	i	0.6	-2	-0.4
Cc1nnc2ccc(-c3cccc(NC(=O)c4ccc(Cl)nc4)c3)nn12	-8	-1	-1	0	-3	-15	i	0.4	-13	0.1
COc1cccc(-c2cc(NC=O)c3ncc(-c4cccc(C(=O)N(C)C)c4)n3c2)c1	6	-6	-35	-3	-1	-6	i	-0.3	.	1.1
O=C(OCc1cc(Cl)ccc1OC(F)F)c1cncc(Br)c1	-10	1	6	-4	-1	0	i	0.2	-12	2.6
COCCCn1c(C)nnc1SCC(=O)NNC(=O)COc1ccc(Cl)cc1	-4	9	0	-1	-2	-1	i	-0.1	-5	-1.1
Cc1cc(=O)n2[nH]c(-c3ccc(F)cc3)cc2n1	-2	22	-6	2	5	2	i	-0.1	0	1.6
O=c1[nH]c(-[n+]2ccccc2)c(/C=N/N=C(\[O-])c2ccccc2)s1	-7	-6	-12	1	0	-20	i	0.2	1	2.0
COc1cccc(/C=N\NC(=O)c2cc(OCC(F)(F)F)ccc2OCC(F)(F)F)c1	0	11	2	-2	6	-1	i	-0.9	-2	-1.1
CCOc1ccccc1N1CCN(C(=O)c2cc(S(=O)(=O)N3CCCCC3)ccc2C)CC1	4	-14	3	4	1	1	i	-0.4	7	-0.1
Cc1ccc(NC(=S)N(CCCN2CCCC2)Cc2cccn2Cc2ccc(Cl)cc2)cc1Cl	4	-1	7	6	7	-35	i	-0.5	11	6.0
Cc1cc(C)cc(OCC(=O)O/N=C(\N)c2ccccc2Cl)c1	-1	1	-1	-3	0	3	i	-0.6	-19	3.0
CCOc1ccc2[nH]c(=O)c(C(c3nnnn3Cc3ccco3)N3CCC(C)CC3)cc2c1 (stereo not drawn)	20	7	-56	-3	1	17	i	-0.6	-6	2.5
Cc1cccc(Cn2c(Sc3nc(C)cs3)nc3c2c(=O)[nH]c(=O)n3C)c1	-1	40*	-1	-1	-1	1	i	-0.3	-5	-3.0
CC(NC(=O)Cn1cc(C(F)(F)F)ccc1=O)c1ccc(F)cc1 (stereo not drawn)	-5	2	0	1	-2	0	i	0.2	-4	-1.8
CN(C)c1ccc(/C=C(/NC(=O)c2ccccc2)C(=O)NCCCn2ccnc2)cc1	2	5	-110	0	-8	-11	i	-0.3	3	-2.2
COc1ccc(NC(=O)C2CCCN(S(C)(=O)=O)C2)c(OC)c1 (stereo not drawn)	-1	-8	-8	5	-2	0	i	-2.2	3	-1.0
Cc1cc(=O)[nH]c2sc(C(=O)N3c4ccccc4CC3C)c(N)c12 (stereo not drawn)	0	13	15	2	-1	10	i	-0.3	-12	0.0
COc1ccc(CNCCC(c2ccccc2)C2CCOC(C)(C)C2)cc1 (stereo not drawn)	-9	-5	-7	0	-2	-3	i	-0.5	1	-0.5
CC1CCCN(CCOCCOc2ccc(Br)cc2Cl)C1 (stereo not drawn)	-4	-7	-3	1	0	-2	i	1.0	-5	-1.1
Cc1ccc(C(=O)NCCC(=O)N2CCCC2)cc1	-1	2	6	0	2	-3	i	-1.6	3	-1.8
CCc1nnc(NC(=O)c2ccc(COc3ccc(C)cc3)o2)s1	-3	24	0	2	0	3	i	0.2	-8	-1.7
COc1ccc(/C=N/NC(=O)c2cc(-c3ccccc3)nc3ccccc23)cc1O	10	-8	12	-2	0	-4	i	0.1	-13	3.6
c1ccc(-n2nnnc2SCc2cccc(CSc3nnnn3-c3ccccc3)n2)cc1	20	10	17	-4	1	-1	i	-0.6	9	3.6
Cc1csc(C(C)N(C)C(=O)c2ccc(OC3CCN(Cc4ccccn4)CC3)cc2)n1 (stereo not drawn)	1	4	13	-1	2	0	i	-0.1	-5	-0.7
CCOc1ccc(CCNC(=O)CN(C)S(=O)(=O)c2ccc3c(c2)CCC(=O)N3)cc1OCC	3	-10	-4	-4	0	0	i	-0.4	7	0.6
Cc1ccccc1N(CC(=O)NCCSc1ccccn1)S(=O)(=O)c1ccccc1	-6	11	8	0	-4	2	i	-0.3	1	-0.5
Cc1ccc2c(Cl)c(C(=O)Nc3cccnc3)sc2c1	-5	14	1	-2	3	-10	i	-0.9	-8	-1.4
COc1cc(/C=N/N2CCCCC2)cc(OC)c1O	-12	16	-4	-3	-1	0	i	0.4	-85	1.9
CCN(CC)C(=O)C1CCCN(c2ncnc3c2cnn3-c2cccc(C)c2)C1 (stereo not drawn)	5	9	1	-1	0	5	i	0.2	-10	1.2
C=CCOc1ccc(/C=C/C(=O)OCC(=O)NCc2cccs2)cc1	2	21	4	-5	1	-5	i	-0.3	-8	0.9
CCOc1cc(S(=O)(=O)NCCc2ccccc2C)c(OCC)cc1-n1cnnn1	-7	6	17	-3	-3	0	.	-0.2	-6	-0.1
COC(=O)C(C)N(C#N)c1nc(NC(C)C)nc(SC)n1 (stereo not drawn)	0	5	11	6	-1	2	i	-1.2	-5	-1.8
C/C(CC(=O)Nc1ccccn1)=N\NC(=O)Cc1cccc2ccccc12	-5	-6	-10	-8	4	1	i	-0.6	-11	-1.0
C/C(=N/NC(=O)COc1ccc(C(C)(C)C)cc1)c1ccc(N2CCOCC2)cc1	-3	22	5	4	1	1	i	-0.3	-15	0.2
C[C@H]1CNC(=O)c2c(C(=O)Nc3cccc(Cl)c3)ncn21	6	-15	-4	-3	-1	-4	i	-0.2	.	0.2
Cc1n[nH]c(C)c1CCN(C)C(=O)C1CCC(=O)N(CC2CCCCC2)C1 (stereo not drawn)	-4	-2	4	0	-2	-2	i	-0.5	-7	-0.7
O=C(Nc1cc(S(=O)(=O)Nc2ccccc2Cl)ccc1O)c1ccc(F)cc1F	0	-3	14	-1	3	0	i	0.1	-5	-0.3
CNc1c(NS(=O)(=O)c2ccc(C(C)(C)C)cc2)c(=O)oc2ccccc12	3	-5	-2	24	-1	6	+	-0.6	-7	-0.3
O=C(Oc1cccnc1)c1ccc(Cl)cc1	1	-5	6	5	-6	0	i	-0.4	-4	-0.5

Compound profiles, as listed above. Order of screens: NadD inh	SKN-1 block	NRP1-CendR mod	DNMT1 block	STEP inh	SUMO1 PPI mod	Neddyl block	TbMetRS inhib	Scp1 inh	LMPTP inh
c1ccc(-n2nnnc2SCc2cccc(CSc3nnnn3-c3ccccc3)n2)cc1 as listed: 20	10	17	-4	1	-1	i	-0.6	9	3.6
CCN(CC)C(=O)C1CCCN(c2ncnc3c2cnn3-c2cccc(C)c2)C1 (stereo not drawn) as listed: 5	9	1	-1	0	5	i	0.2	-10	1.2
O=C(Nc1cc(S(=O)(=O)Nc2ccccc2Cl)ccc1O)c1ccc(F)cc1F as listed: 0	-3	14	-1	3	0	i	0.1	-5	-0.3
Cc1cc(=O)n2[nH]c(-c3ccc(F)cc3)cc2n1 as listed: -2	22	-6	2	5	2	i	-0.1	0	1.6

Next section
SMILES	NadD inh	SKN-1 block	NRP1-CendR mod	DNMT1 block	STEP inh	SUMO1 PPI mod	Neddyl block	TbMetRS inhib	Scp1 inh	LMPTP inh
CC1CCCCC1NC(=O)c1cc(S(=O)(=O)N2CCCCC2)ccc1N1CCOCC1 (stereo not drawn)	2	-4	22	1	4	1	i	0.0	-3	-0.6
NC(=O)c1sc(=S)n(-c2ccc(Br)cc2)c1N	0	29	-6	-4	1	-32	i	0.5	-6	0.1
O=C(CN(Cc1ccc2c(c1)OCO2)C(=O)CNS(=O)(=O)c1ccccc1)NCC1CCCO1 (stereo not drawn)	6	1	-19	-1	2	0	i	-1.3	-6	-0.5
COc1cccc(-c2nnn(CC(C)=O)n2)c1	1	5	-3	2	0	-2	i	-1.6	-6	-1.2
COc1ccccc1-c1nc2ccccc2n(CC(C)C)c1=O	.	10	0	.	.	-12	i	-0.8	.	-1.3
C/C(N)=C(/C#N)C(=O)COC(=O)c1cc2c(s1)CCC(C)C2 (stereo not drawn)	-4	1	-8	3	0	3	i	-1.4	-2	1.1
COc1ccc(C(=O)COC(=O)c2cnc(C)cn2)cc1OC	4	3	11	-2	-1	-3	i	0.1	21	-0.2
COc1ccccc1NC(=O)c1c(Nc2ccccc2C)sc(C(=O)Nc2cccc(Cl)c2)c1N	35*	1	-2	-22	-2	1	i	-0.5	-10	5.5
